ATXN2 expr inh: ATXN2 expression inhibition; HEK-293 ATXN2-luciferase reporter, luminescence, 24 h; Potency, µM (top dose mostly 57 µM), for the others: top-dose activity change, negative = inhibition, most hits filed as inhibitors; hit rate 0.72% among 360,000; AID 1745845; note: potency is the fitted concentration of half-maximal effect; % is set by controls: 0 for no effect and ±100 for the full control effect; nearly all actives have a fitted effect of over 55% in size
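qHTS (up to 57 uM final) was run with 24 h compound exposure of reporter cells at 37 °C. Each well was multiplexed: SteadyGlo luminescence measured ATXN2-luciferase expression after a fluorogenic Gly-Phe-AFC viability readout (25 uM final).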
HT1080-NT tox: kills 2HG-producing HT-1080-NT fibrosarcoma cells. AID 686970. Potency, µM (top dose mostly 46.1 µM), inactives show at the top dose activity, negative = less viability, usual class: cytotoxic. hit rate 1.6% among 360,000. HT-1080-NT fibrosarcoma viability, CellTiter-Glo ATP luminescence, 48 h;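 note: NT is the 2HG producing partner of a matched IDH1 knockdown line; potency is the fitted concentration of half-maximal effect; 0% = DMSO-treated cells and -100% = media-only wells without cells; nearly all actives have a fitted effect of over 55% in size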
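750 cells/well, RPMI + 5% FBS; 2 h settle, compound pin-transfer, 48 h at 37 degrees C. CellTiter-Glo 10 min RT, luminescence. Normalized to DMSO and media-only wells.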
HT1080 IDH1KD tx: HT-1080 IDH1 knockdown cell toxicity (counter line) | HT-1080 IDH1 knockdown viability, ATP luminescence, 48 h | Potency, µM (titrated, usually from 46.1 µM), without a hit: at the top dose activity, negative = toxicity, actives largely listed as cytotoxic | hit rate 2% among 360,000;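 note: potency is the fitted concentration of half-maximal effect; 0% = DMSO wells and -100% = cell-free medium wells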
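In this qHTS, HT-1080 cells depleted of IDH1 are exposed for 48 h at 37 °C to compound titrations. Toxicity is scored from CellTiter-Glo luminescence, with DMSO as full viability and medium alone as none.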
SW480 rerep: inducers of DNA re-replication in SW480 colon cancer cells; SW480 DNA re-replication, Hoechst DNA content imaging, 48 h; Potency, µM (top dose mostly 46.1 µM), without a hit: top-dose re-replication activation, usual class: activators; hit rate 1.8% among 340,000; AID 624297; note: potency is the fitted concentration of half-maximal effect; % of control where 0% means no effect; nearly all actives have a fitted effect of over 55% in size
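Per well, 250 cells were exposed to pinned compound for 48 hr. Nuclear DNA was visualised with Hoechst (40 min, 37 C) and total object intensity recorded by fluorescence scanning.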
S2 tox: viability counter-screen for ATXN expression inhibitors; Potency, µM (titrated, usually from 56.7 µM), actives largely listed as cytotoxic; hit rate 0.49% among 400,000; S2 cells (HEK-293 line with an ATXN2-luciferase reporter) viability, CellTiter-Fluor protease fluorescence, 24 h; note: potency is the fitted concentration of half-maximal effect; nearly all actives have a fitted effect of over 40% in size
IL-1B inflam inh: inflammasome signaling inhibition, IL-1 beta readout; THP-1 LPS/ATP IL-1B secretion, AlphaLISA, 16 h; hits give low values; hit rate 4.7% among 360,000; activity change, % at 57.5 µM; in the data active = activity change below about -50%; inconclusive = mostly about -30% to -49%; note: % is set by controls: 0 for no effect and ±100 for the full control effect
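THP-1 cells pretreated 1 hr with compounds (up to 57.5 uM final), then stimulated with LPS (250 ng/mL final) plus ATP (1.25 mM final); secreted IL-1B measured by AlphaLISA after 16 hr, decreased signal indicating inhibition.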
KB-V1 cytotox: kills drug-selected multidrug resistant KB-V1 cells; AID 1347076; KB-V1 MDR cells viability, CellTiter-Glo, 72 h; Potency, µM (doses to about 46.1 µM), without a hit: at the highest dose activity change, negative = cytotoxicity, most hits filed as cytotoxic; hit rate 3.4% among 400,000; note: potency is the fitted concentration of half-maximal effect; % is set by controls: 0 for no effect and ±100 for the full control effect; nearly all actives have a fitted effect of over 60% in size
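qHTS viability screen in drug-selected KB-V1 MDR cells: 72 h compound treatment at 37 degrees C, ATP luminescence end point.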
KB-3-1 cytotox: KB-3-1 parental cell cytotoxicity; Potency, µM (top dose mostly 46.1 µM), for the others: at the highest dose activity change, negative = cytotoxic, most hits filed as cytotoxic; hit rate 1.4% among 400,000; KB-3-1 viability, CellTiter-Glo ATP luminescence, 72 h; note: potency is the fitted concentration of half-maximal effect; % is set by controls: 0 for no effect and ±100 for the full control effect; nearly all actives have a fitted effect of over 60% in size
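Using CellTiter-Glo luminescence, growth of non-resistant KB-3-1 adenocarcinoma cells is assessed 72 h after pin-tool compound addition at 37 °C. Normalized responses across the concentration series yield fitted curves.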
MCF10A rerep: DNA re-replication induction in MCF 10a cells. Potency, µM (doses to about 46.1 µM), for the others: top-dose activity, positive = re-replication, usual class: activators. MCF 10A DNA re-replication, Hoechst nuclear intensity, 48 h. hit rate 2.9% among 350,000. AID 624296; note: potency is the fitted concentration of half-maximal effect; % of control where 0% means no effect; nearly all actives have a fitted effect of over 50% in size
Active calls of the source: *; i = inactive; ? = inconclusive; · = not tested or not shown; & = joins results of further samples; [ ] = dose if it differs, or a comment. Unless noted, calls come from the whole dose curve; as a rule, active = well fitted curve in the direction sought with a large enough effect; inconclusive = small, poorly fitted or top-dose-only effect, or another doubt; inactive = no such curve, though single readings can be large; an effect the other way counts as inactive or inconclusive.

SMILES	ATXN2 expr inh	HT1080-NT tox	HT1080 IDH1KD tx	SW480 rerep	S2 tox	IL-1B inflam inh	KB-V1 cytotox	KB-3-1 cytotox	MCF10A rerep
N#Cc1ccc(N2C(=O)[C@@H]3C(C(=O)c4cnccn4)=NN[C@@H]3C2=O)cc1	8%	14%	16%	-46%[inhibitor]	i	·	-4%	4%	-16%
C1CC(CN2CCOCC2)CN(c2nc3nonc3nc2N2CCSCC2)C1 (centres undefined)	-5%	18%	13%	-6%	i	-5	-2%	1%	10%
Cc1nc(CCNC(=O)Cc2ccccc2)cs1	0%	9%	14%	-3%	i	1	26%	13%	-6%
O=C(c1ccc(Cl)cc1)N1N=CCC1(O)c1ccc(Cl)cc1 (centres undefined)	·	-2%	-5%	?	i	56	13%	2%	0%
CC(C)(C)NC(=O)C(=O)NN=C1CCCCCC1	16%	1%	7%	-2%	i	4	5%	2%	4%
Cc1cccc(NC(=O)Cn2cc(C(=O)c3ccco3)c3ccccc32)c1	-26%&5%	-1%	?	-2%[9.22 µM]	?	-9	1%&0%	-18%&-21%	?
CCS(=O)(=O)N1CCC(C(=O)N2CCOCC2)CC1	-5%	1%	?	-5%	i	-6	0%	11%	1%
C[C@H]1CN([C@@H](C)CO)S(=O)(=O)c2ccc(Br)cc2O[C@@H]1CN(C)C(=O)CCN1CCCCC1	6%	1%	8%	·	i	-8	16%	17%	·
O=C(Nc1ncccc1O)c1cc2ccccc2o1	?	-21%	-24%	-3%	i	26	?	2%	5%
COc1cccc(S(=O)(=O)N(C)C[C@H]2OCc3cnnn3CCCC(=O)N([C@@H](C)CO)C[C@H]2C)c1	4%	2%	8%	·	i	-14	5%	3%	·
NS(=O)(=O)c1ccc(NC(=O)COC(=O)CCc2nc3ccccc3c(=O)[nH]2)cc1	·	5%	5%	-5%	i	8	15%	0%	-4%
O=C(N=Nc1c(O)[nH]c2ccccc12)c1cccs1	3%	-17%	-11%	-2%	i	2	0%	-5%	21%
Cc1ccc(N2C(=O)C(Cl)=C(N3CCCCCC3)C2=O)c(C)c1	-10%	0%	-10%	-1%	·	?	-4%	-8%	4%
Cc1nnc(SCC(=O)c2ccc(Cl)cc2)s1	-2%	22%	19%	-3%	i	-2	-6%	-8%	1%
COc1ccc(/C(O)=C2/C(=O)C(=O)N(CCCN3CCOCC3)C2c2ccc(C(C)C)cc2)cc1 (centres undefined)	2%	0%	1%	?	i	0	?	7%	-1%
COC(=O)Nc1ccc(S(=O)(=O)N2CCCc3cccc(O)c32)cc1	·	?	?	26µM*	i	56	?	?	13µM*
CCN(CC)CCC=C(c1cccs1)c1cccs1	-20%	-14%	-16%	?	i	-24	-21%	1%	?
Cc1cc(NC(=O)CCCn2nc([N+](=O)[O-])c(Br)c2C)no1	·	16%	11%	-17%	?	9	-20%	21%	4%
c1ccc(-c2csc(N3CCCCCC3)n2)cc1	47%[activator]	11%	9%	-3%	i	-1	12%	-6%	2%
COCCNC(=O)c1cn(C(C)c2ccccc2F)nn1 (centres undefined)	·	-7%	8%	0%	i	-3	-10%	0%	11%
COCCN(C(=O)C(F)(F)F)C(C(=O)NC1CCCCC1)c1ccco1 (centres undefined)	2%	16%	2%	-7%	i	14	2%	6%	3%
CCCC(=O)n1nc(-c2ccco2)nc1NCc1ccccc1Cl	0%	·	·	·	?	·	?	2%	·
CC(=O)COC(=O)C1CCN(S(=O)(=O)c2cc([N+](=O)[O-])ccc2Cl)CC1	1%	3%	0%	7%	i	3	0%	-6%	4%
N#Cc1c(N)nc2c(c1N)CC(=O)N2c1ccc(Cl)cc1	7%	-9%	2%	-6%	i	28	10%	10%	8%
CN(C)c1ccc(C(=S)N2CCN(C(=S)Nc3ccccc3)CC2)cc1	1%	6%	4%	-6%	i	13	0%	0%	-22%
COc1ccc(/C=N/NC(=O)CCn2c3ccccc3c3ccccc32)cc1O	-1%	1.4µM*	?	2%	i	-6	-16%	?	2%
COc1ccc(-c2[nH]ncc2CN2CCN(Cc3cccs3)CC2)c(F)c1	-1%	-5%	0%	-11%	i	26	-26%	0%	-15%
CCCNC(=O)C1(C)CCN(Cc2csc(-c3ccc(Cl)cc3)n2)C1 (centres undefined)	-34%	-21%	-28%	·	i	-26	2%	0%	·
COc1cccc(CNC(=O)COC(=O)CCc2cc(OC)c(OC)c(OC)c2)c1	-3%	0%	2%	-2%	i	-7	·	·	?
CCOCCCNC(=O)C1CCCN(S(=O)(=O)c2cccc3nsnc23)C1 (centres undefined)	0%	13%	7%	6%	i	13	16%	5%	-2%
Cc1csc(CN(C)C(=O)CC2C(=O)NCCN2CC(C)(C)C)n1 (centres undefined)	-1%	-6%	-4%	-12%	i	2	-19%	6%	-2%
Cc1ccc(NC(=O)C2CC(=O)N(C(C)C)C2)cc1C (centres undefined)	-13%	15%	4%	-9%	·	-65*	-18%	-1%	3%
CCOC(=O)c1ccc(N=C2SC(C(=O)Nc3ccccc3)CC(=O)N2C)cc1 (centres undefined)	-5%	·	·	·	i	·	21%	-8%	·
CC1=NN(S(=O)(=O)c2ccc(Cl)cc2Cl)C(=O)c2ccccc2O1	6%	-18%	-3%	2%	i	6	-22%	-1%	3%
Cc1cc(C(=O)CSc2nnnn2C)c(C)n1Cc1ccco1	6%	-1%	-2%	-3%	i	4	1%	-6%	2%
Cc1csc(CNC(=O)c2cc(COc3c(C)cccc3C)on2)n1	0%	1%	-17%	12%	i	0	?	-22%	2%
COC(=O)c1ccc(C(=O)Nc2nc3cc(N)c(C)cc3s2)cc1	-4%	4%	11%	-6%	?	12	14%	1%	0%
COc1ccc(S(=O)(=O)N2CCOC2CNC(=O)C(=O)NCCc2ccccc2OC)cc1 (centres undefined)	-25%	1%	3%	-10%	?	-6	7%	9%	0%
O=C(c1cccc(C(F)(F)F)c1)N1CCC(O)(CS(=O)(=O)Cc2ccccc2Cl)CC1	-1%	-2%	3%	-3%	?	16	16µM*	1%	5%
CC(C)CCN1CN(S(=O)(=O)c2cccs2)c2nc3ccccc3nc21	-15%	-3%	-6%	-13%	i	13	-8%	-1%	-13%

SW480 rerep, entries above that show a hit.
| smiles | SW480 rerep | IL-1B inflam inh |
| --- | --- | --- |
| COC(=O)Nc1ccc(S(=O)(=O)N2CCCc3cccc(O)c32)cc1 | 26µM* | 56 |

Carrying on.
SMILES	ATXN2 expr inh	HT1080-NT tox	HT1080 IDH1KD tx	SW480 rerep	S2 tox	IL-1B inflam inh	KB-V1 cytotox	KB-3-1 cytotox	MCF10A rerep
Cc1ccc(OCC(=O)Nc2cc(S(=O)(=O)N3CCCCC3)ccc2N2CCN(C)CC2)c(C)c1	-13%	-15%	-1%	?	i	?	-4%	0%	?
CC(=O)N1CCc2c(sc3c2c(=O)n(CCc2ccccc2)c(=O)n3CC(=O)Nc2ccccc2F)C1	-18%	·	·	·	i	·	6%	9%	·
CC1CCCCC1NC(=O)C1CCN(S(=O)(=O)c2ccc(-n3cnnn3)cc2)CC1 (centres undefined)	-7%	-3%[9.24 µM]	-23%	-2%	i	-7	12%	1%	1%
C=C(C)c1cccc(C(C)(C)NC(=O)N2CCCC2)c1	-12%	10%	11%	-4%	i	1	-11%	-10%	5%
CCOC(=O)c1c(NC(=O)C2COc3ccccc3O2)sc(C)c1C (centres undefined)	0%	-4%	-3%	4%	i	-9	0%	-3%	22%
COCC(=O)N(Cc1cc2cc(C)ccc2[nH]c1=O)c1ccccc1	17%	-7%	1%	-1%	i	20	-8%	-4%	-2%
CC1=CC(C)(C)N(C(=O)CSc2nnc(C)s2)c2ccc(C)cc21	-24%	-4%	7%	-1%	i	-63*	?	3%	1%

An excerpt from above in order of the SW480 rerep value, low to high:
SMILES | SW480 rerep | IL-1B inflam inh
COC(=O)c1ccc(C(=O)Nc2nc3cc(N)c(C)cc3s2)cc1 | -6% | 12
Cc1cc(C(=O)CSc2nnnn2C)c(C)n1Cc1ccco1 | -3% | 4
Cc1ccc(N2C(=O)C(Cl)=C(N3CCCCCC3)C2=O)c(C)c1 | -1% | ?
COc1ccc(/C=N/NC(=O)CCn2c3ccccc3c3ccccc32)cc1O | 2% | -6
CCOC(=O)c1c(NC(=O)C2COc3ccccc3O2)sc(C)c1C (centres undefined) | 4% | -9

Of the compounds above, these contain an NH in an aromatic ring.
SMILES	ATXN2 expr inh	HT1080-NT tox	HT1080 IDH1KD tx	SW480 rerep	S2 tox	IL-1B inflam inh	KB-V1 cytotox	KB-3-1 cytotox	MCF10A rerep
NS(=O)(=O)c1ccc(NC(=O)COC(=O)CCc2nc3ccccc3c(=O)[nH]2)cc1	·	5%	5%	-5%	i	8	15%	0%	-4%
O=C(N=Nc1c(O)[nH]c2ccccc12)c1cccs1	3%	-17%	-11%	-2%	i	2	0%	-5%	21%
COc1ccc(-c2[nH]ncc2CN2CCN(Cc3cccs3)CC2)c(F)c1	-1%	-5%	0%	-11%	i	26	-26%	0%	-15%
COCC(=O)N(Cc1cc2cc(C)ccc2[nH]c1=O)c1ccccc1	17%	-7%	1%	-1%	i	20	-8%	-4%	-2%
